Vif-A3G inh: inhibitors of Vif-APOBEC3G interaction. Q9HC16. HeLa A3G-eYFP + Vif (tagged APOBEC3G with the HIV-1 protein that degrades it), YFP fluorescence, overnight. Potency, µM (highest dose often 46.1 µM), without a hit: at the highest dose activity, negative = active, hits mostly inhibitors. actives 0.076% (n = 410,000);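 further: potency means the concentration at half of the fitted maximal effect; on the % scale 0 is the no-effect control and ±100 the full control effect; nearly all actives have a fitted effect of over 60% in size; hits raise eYFP signal because A3G escapes Vif-driven loss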
Target sequence (Q9HC16 whole entry, looked up): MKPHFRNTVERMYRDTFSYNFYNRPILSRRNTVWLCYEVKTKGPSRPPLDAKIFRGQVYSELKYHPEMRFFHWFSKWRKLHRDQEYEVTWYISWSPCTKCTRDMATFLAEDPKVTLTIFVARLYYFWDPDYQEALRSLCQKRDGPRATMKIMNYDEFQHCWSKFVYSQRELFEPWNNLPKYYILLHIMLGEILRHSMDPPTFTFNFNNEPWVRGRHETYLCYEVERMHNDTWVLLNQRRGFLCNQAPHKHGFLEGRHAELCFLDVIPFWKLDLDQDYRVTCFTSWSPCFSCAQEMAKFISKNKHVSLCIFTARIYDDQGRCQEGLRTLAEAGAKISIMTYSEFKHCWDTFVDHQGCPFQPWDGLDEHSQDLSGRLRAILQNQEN
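Read-out is eYFP fluorescence (Ex 488/Em 500-530) from Vif-expressing HeLa A3G-eYFP cells; more signal means A3G escaped Vif-mediated degradation. Cells plated overnight, compound pinned in, incubated overnight at 37 deg C.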
Vif-A3F inh: Vif-A3F binding inhibition | actives 0.2% (n = 390,000) | HeLa A3F-eYFP + Vif (tagged APOBEC3F with the HIV-1 protein that degrades it), YFP fluorescence increase | Potency, µM (highest dose often 46.1 µM), without a hit: top-dose activity, negative = active; further: potency means the concentration at half of the fitted maximal effect; % of control where 0% means no effect; nearly all actives have a fitted effect of over 65% in size
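HeLa cells stably expressing A3F-eYFP plus Vif, plated and incubated overnight at 37 deg C, then exposed to compounds overnight at 37 deg C. Blocked degradation read as raised yellow fluorescence (Ex 488/Em 500-530).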
D2 potentiator: positively modulates the human D2 dopamine receptor allosterically. P14416. HEK293 T-REx D2, calcium flux, EC20 dopamine potentiation. potentiation, % at 10 µM. actives 0.34% (n = 340,000). AID 485347;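 active means potentiation over 3 SD above the plate norm, cut at about 30% in these data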; further: 0% is about no effect
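Potentiation of an EC20 dopamine calcium response measured kinetically over 180 s, after a preceding 180 s compound-only read flagging agonists. Cells: inducible Hek293 Trex D2 line, 4000/well, cultured overnight at 30 C before dye loading.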
D1 ag: human D1 receptor agonism | P21728 | AID 504660 | actives 1% (n = 360,000) | activation, % at 2 µM | HEK293 T-REx D1 cells, calcium flux, agonist mode; in the data active means activation above about 30%; further: 0% is about no effect
Target sequence (P21728 whole entry, looked up): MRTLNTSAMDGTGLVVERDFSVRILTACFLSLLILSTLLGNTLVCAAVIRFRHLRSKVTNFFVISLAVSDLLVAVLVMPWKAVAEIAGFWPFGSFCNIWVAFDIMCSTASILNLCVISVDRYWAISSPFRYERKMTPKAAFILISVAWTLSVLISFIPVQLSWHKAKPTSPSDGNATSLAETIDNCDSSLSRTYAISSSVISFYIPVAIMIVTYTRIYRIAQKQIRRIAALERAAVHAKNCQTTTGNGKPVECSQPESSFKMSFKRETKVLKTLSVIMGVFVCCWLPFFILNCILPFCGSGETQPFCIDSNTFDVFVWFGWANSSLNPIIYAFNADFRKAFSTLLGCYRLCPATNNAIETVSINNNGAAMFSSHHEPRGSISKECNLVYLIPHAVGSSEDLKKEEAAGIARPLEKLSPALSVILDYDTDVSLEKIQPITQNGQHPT
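Agonism was scored from calcium flux recorded over 180 s (1 read/s) after pintool compound addition, following a 10-cycle baseline. Cells were inducible force-coupled HEK293 TREx D1, plated overnight at 30 C and loaded with no-wash calcium dye.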
RXFP1 ag: agonists of human relaxin receptor RXFP1; Q9HBX9; HEK293T-RXFP1 cAMP TR-FRET, 30 min; response scale: percent of porcine relaxin response, buffer zero; Potency, µM (series often up to 57.5 µM), inactives show at the highest dose activation, hits mostly activators; actives 0.3% (n = 370,000); further: potency means the concentration at half of the fitted maximal effect; on the % scale 0 is the no-effect control and ±100 the full control effect; nearly all actives have a fitted effect of over 60% in size; many of its hits are not listed in these tables
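cAMP rise read by TR-FRET after 30 min, 37C compound exposure (up to 58 uM) in RXFP1-transfected HEK293 cells with Ro 20174 present. EC50 from Hill-equation fits, with 29 nM porcine relaxin as 100% and buffer as basal.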
RXFP1 antag: blocks the human relaxin receptor RXFP1; Q9HBX9; HEK293-RXFP1, relaxin-stimulated cAMP HTRF, 30 min; active compounds read low; activity change, negative = inhibition, % at 57.5 µM; actives 0.59% (n = 350,000);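 active means activity change of -60% or lower, but not beyond a set lower limit; inconclusive means change between -60% and -40%, or beyond the set limit; inactive means change above -40%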; further: on the % scale 0 is the no-effect control and ±100 the full control effect
D1 potentiator: human D1 dopamine receptor positive modulation. HEK293 TREx D1 cells, calcium flux, dopamine EC20 potentiation. potentiation, % at 10 µM. actives 0.036% (n = 360,000). P21728; in the data active means potentiation above about 30%; further: 0% is about no effect
D1 antag: human D1 dopamine receptor antagonism; actives 3.2% (n = 360,000); AID 504652; HEK293 TREx D1 cells, calcium flux, dopamine EC80; active compounds read low; P21728; activity change, negative = inhibition, % at 10 µM; in the data active means activity change below about -30%; further: on the % scale 0 is the no-effect control and ±100 the full control effect
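Antagonism measured as reduced calcium response to an EC80 dopamine addition following 180 s compound pre-read; cells were inducible HEK293 Trex D1 plated overnight at 30 C, read kinetically at 1 cycle/sec.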
GRP78 ERSR act: induces the endoplasmic reticulum stress response in human glioma cells | Potency, µM, inactives show at the top dose activation, actives largely listed as activators | U87-MG GRP78 promoter luciferase reporter, 16 h | actives 0.02% (n = 420,000); further: potency means the concentration at half of the fitted maximal effect; series mostly up to about 76 µM; % of control where 0% means no effect; nearly all actives have a fitted effect of over 35% in size
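ERSR induction read as luciferase luminescence (Bright-Glo, 10 min at room temperature) in stably transfected human U87-MG glioma cells exposed to compounds for 16 h, using GRP78 as sensor.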
* = called active by the depositor; ? = inconclusive; / = no result given; & = joins results of further samples. Unless noted, the call rests on the fitted dose curve; in most records, active means well fitted curve in the direction sought with a large enough effect; inconclusive means small, poorly fitted or top-dose-only effect, or another doubt; inactive means no such curve, though single readings can be large; an effect the other way counts as inactive or inconclusive.

SMILES | Vif-A3G inh | Vif-A3F inh | D2 potentiator | D1 ag | RXFP1 ag | RXFP1 antag | D1 potentiator | D1 antag | GRP78 ERSR act
Cc1cccc(N2CCN(C(=O)CS(=O)(=O)c3cccc4nsnc34)CC2)c1C | 3% | 0% | 11 | 10 | 2.1% | / | 0 | -7 | -3%
CCOC(=O)C1=C(C)Nc2sc(C(=O)c3ccc(OC)cc3)c(N)c2C1c1ccc(C(=O)OC)cc1 (stereo not drawn) | -6% | 3% | 12 | 12 | 0.4% | -11 | 2 | 7 | -3%
Nc1ncnc(N)c1N=Nc1ccccc1 | 4% | 0% | 15 | 0 | 2.0% | 10 | 2 | 4 | -7%
Nc1nc(Cl)nc2c1ncn2[C@H]1C[C@H](O)[C@@H](CO)O1 | 1% | 8% | 1&15 | 0&1 | ? | / | -3&-2 | 16&-3 | -1%&-6%
O=c1nc(-c2ccccc2)n(-c2ccc(Cl)cc2)[nH]1 | 0% | 0% | -1 | 3 | -0.1% | -6 | -10 | -12 | -4%
CN(C(=O)c1sc2nc(N3CCCC3)c3c(c2c1N)CC(C)(C)OC3)c1ccccc1 | -1% | 8% | -6 | 1 | 8.4% | -39 | -4 | 11 | -4%
COc1ccc(/C(C)=N/NC(=O)CNC(=O)Cc2ccccc2)c(OC)c1 | 1% | -1% | -2 | 0 | -0.6% | -2 | -3 | 5 | -4%
COc1cc(C2C(C(=O)OCCC#N)=C(C)NC3=C2S(=O)(=O)c2ccccc23)cc(OC)c1OC (stereo not drawn) | -1% | -9% | 13 | 1 | 3.2% | 5 | 0 | 12 | -3%
N#CC1=C(N)Oc2c(ccc3cccnc23)C1c1ccccc1 (stereo not drawn) | -23% | 3% | -1 | 1 | 0.1% | -12 | -2 | 1 | -3%
Cc1ccccc1-c1cc(C(=O)NCc2cccs2)n(CC2CC(c3cccnc3)=NO2)n1 (stereo not drawn) | -19% | 1% | 6 | 2 | -1.3% | / | 0 | / | 0%
Nc1c2c(nn1-c1ccccc1)CCC2 | 1% | -5% | -4 | -1 | -2.6% | -15 | 0 | 0 | 3%
Cc1ccc(CC(=O)NCCS(=O)c2ccc(Cl)cc2)cc1 (stereo not drawn) | 1% | 7% | -6 | 3 | 0.5% | -1 | 1 | -4 | -1%
CCOC(=O)C1CCN(C(=O)c2cc(OCC)c(OCC)c(OCC)c2)CC1 | 2% | 3% | 14 | -2 | -0.4% | 0 | 0 | 15 | -4%
COc1ccc(CN2CCCC(C(=O)c3ccc4c(c3)OCO4)C2)c(F)c1 (stereo not drawn) | 1% | -6% | 0 | 10 | 0.1% | -4 | -15 | -23 | -4%
CCc1ccccc1NC(=O)CSc1ccsc1[N+](=O)[O-] | -4% | -7% | 6 | 4 | -0.3% | 2 | -3 | -4 | -4%
COc1ccc(NC(=O)CSc2nccn2-c2ccccc2)cc1 | 4% | 1% | -2 | 1 | 3.6% | 10 | -1 | -3 | 7%
CCOCCCN(Cc1cc2cc(C)cc(C)c2[nH]c1=O)C(=O)N(CC)CC | -1% | -9% | 1 | 8 | 2.0% | -4 | -2 | -14 | -2%
O=S(=O)(c1ccccc1)c1cnc2ccccc2c1 | -6% | -1% | 6 | 2 | 0.2% | / | -4 | -5 | -2%
O=C(Cc1cccs1)NNC(=S)NC(=O)c1ccc(F)c(F)c1 | 0% | 4% | 6 | 2 | -0.2% | -8 | -4 | -8 | -4%
COc1ccc(Cl)cc1NC(=O)CSc1nnc(Cc2cccn2C)n1-c1ccc(F)cc1 | -10% | 4% | -22 | 5 | 0.4% | / | -1 | -5 | 0%
CCCCCCOc1ccc(N2C(=O)CC(N3CCN(CCN=CC4=C(O)CC(C)(C)CC4=O)CC3)C2=O)cc1 (stereo not drawn) | 0% | 1% | -4 | 3 | -1.3% | 1 | -6 | 15 | -6%
O=C(Nc1ncn[nH]1)c1ccc(Cl)c(Cl)c1 | -2% | -2% | 8 | 1 | -0.7% | 1 | -6 | -18 | -3%
COc1cc(OC)cc(-c2nnc(SCC(=O)c3ccc([N+](=O)[O-])cc3)o2)c1 | -2% | 0% | 9 | 1 | 2.4% | / | -3 | -7 | -2%
COc1ccc(C)cc1NC(=O)c1cc(S(=O)(=O)N2CCC3(CC2)OCCO3)ccc1F | 0% | -1% | -14 | 3 | 0.6% | 3 | -3 | -11 | -5%
Cc1[nH]c(=O)[nH]c(=O)c1S(=O)(=O)N1CCCC(C(=O)NCCC2=CCCCC2)C1 (stereo not drawn) | 2% | 2% | -4 | 2 | -0.3% | 11 | 0 | 6 | -2%
CCCCC(=O)Nc1ccc(NC(=O)C2CC2)nc1 | 1% | -11% | 12 | -1 | -2.0% | 1 | 0 | 3 | 2%
Oc1ccc(Cl)cc1C1=Nc2ccccc2N=C(c2cccc(Br)c2)C1 | 4% | -9% | 11 | 0 | ? | -4 | 0 | 23 | 0%
NS(=O)(=O)c1ccc(NC(=O)C2COc3ccccc3O2)cc1 (stereo not drawn) | -2% | 1% | 2 | 3 | 0.4% | 5 | -2 | -10 | 3%
Cc1cc(N2CCN(C(c3ccccc3)c3ccccc3)CC2)n2ncnc2n1 | -4% | 1% | -14 | 5 | 2.7% | ? | -2 | 8 | -3%
O=C(c1ccccc1)N1CCN(S(=O)(=O)c2cccs2)CC1 | -2% | 3% | 15 | 5 | 1.9% | -6 | -5 | -7 | 4%
Cn1cc(CNC(=O)Nc2ccc3c(c2)OCO3)cn1 | -1% | -5% | -2 | 1 | -0.9% | 6 | -10 | -18 | 4%
COc1cccc(C(=O)Oc2cc(C)[nH]c(=O)c2[N+](=O)[O-])c1 | -9% | 4% | -1 | -1 | -0.4% | -9 | -2 | 7 | -4%
Cc1cc(C(=O)Nc2ccc(S(=O)(=O)N3CCCC3)cc2)no1 | 2% | 12% | -4 | 7 | 2.8% | -11 | -5 | -2 | -1%
Cc1nc2oc3ccccc3c(=O)c2cc1C(=O)O | 1% | -4% | 1 | 3 | 6.6% | -5 | -5 | 6 | 2%
CS(=O)(=O)N(CC(=O)N1CCCCCC1)c1cccc([N+](=O)[O-])c1 | 0% | -5% | -4 | 2 | 2.1% | 3 | -14 | -15 | -2%
c1ccc2oc(-c3ccc(Nc4nc(N5CCCCC5)nc(N5CCOCC5)n4)cc3)nc2c1 | / | / | 3 | 2 | 4.0% | / | 2 | 7 | /

The list goes on; it opens with the 3 that closed the last part.
SMILES | Vif-A3G inh | Vif-A3F inh | D2 potentiator | D1 ag | RXFP1 ag | RXFP1 antag | D1 potentiator | D1 antag | GRP78 ERSR act
Cc1nc2oc3ccccc3c(=O)c2cc1C(=O)O | 1% | -4% | 1 | 3 | 6.6% | -5 | -5 | 6 | 2%
CS(=O)(=O)N(CC(=O)N1CCCCCC1)c1cccc([N+](=O)[O-])c1 | 0% | -5% | -4 | 2 | 2.1% | 3 | -14 | -15 | -2%
c1ccc2oc(-c3ccc(Nc4nc(N5CCCCC5)nc(N5CCOCC5)n4)cc3)nc2c1 | / | / | 3 | 2 | 4.0% | / | 2 | 7 | /
CCOC(=O)c1c(NC=O)sc2c1CCC2 | -10% | -15% | 13 | 1 | -0.1% | -11 | 1 | 6 | -5%
CCN1C(=O)/C(=C\c2ccc(-c3ccc([N+](=O)[O-])cc3OC)o2)SC1=Nc1cccc(C(=O)O)c1 | 5% | -3% | 6 | 2 | 0.3% | -3 | -6 | 8 | -3%
Cc1cc(C)cc(N(CCC#N)C(=O)COC(=O)CNC(=O)c2sc3ccccc3c2Cl)c1 | 0% | -22% | -4 | 3 | 4.3% | -14 | -2 | -23 | -2%
O=C(Nc1ccc(NC(=O)C2CCCCC2)nc1)c1ccccn1 | 0% | -15% | 4 | 2 | 1.3% | -23 | -2 | -10 | 0%
O=C1Nc2ccccc2C12OCCO2 | 0% | 7% | 6 | 1 | 0.7% | 11 | 2 | 6 | 0%
O=C(CCNS(=O)(=O)c1ccc2[nH]c(=O)oc2c1)Nc1cccc(Br)c1 | 2% | -2% | -3 | 3 | 0.7% | -6 | -2 | -12 | -3%
Cc1ccc(NC(=O)NC(C)c2c(-n3cccc3)sc(C)c2C)cc1F (stereo not drawn) | / | / | -19 | 6 | 0.7% | -25 | -4 | -28 | /
Cc1ccc(C)c(OCCCNCc2ccccc2)c1 | 11% | ? | -12 | 20 | 2.9% | -2 | 4 | -1 | -4%
CC1=C(C(=O)OC2CCCCC2)C(c2ccccc2F)NC(=O)N1 (stereo not drawn) | 2% | 7% | 12 | 1 | -1.5% | -8 | -3 | -1 | -2%
Cc1cc2cc(CN(CCN3CCOCC3)C(=O)Nc3ccccc3F)c(=O)[nH]c2cc1C | -3% | -8% | 7 | 0 | 1.5% | -6 | -1 | -7 | -3%
Cc1ccc(NS(=O)(=O)c2ccc3oc(=O)ccc3c2)cc1Cl | -9% | 9% | 2 | 2 | -0.8% | 1 | -3 | -5 | -1%
COc1cccc(OC)c1OC(=O)c1cnccn1 | 0% | 5% | 3 | 5 | 1.2% | 3 | / | -1 | -4%
CCOC(=O)c1c(C)nn(Cc2cccc(Cl)c2)c1N | -2% | 1% | 8 | 3 | 1.3% | -22 | 1 | -4 | -4%
Cn1c(C2CCCCC2)nc2ccccc21 | -5% | ? | 8 | 4 | 2.5% | 19 | 1 | -10 | -4%
CCC1(c2ccccc2)NC(=O)N(CC(=O)NCc2ccccc2OC)C1=O (stereo not drawn) | 0% | -17% | / | 0 | -1.0% | 0 | -3 | -6 | -6%
COCCN(Cc1cc2cc(C)cc(C)c2nc1Cl)C(=O)Nc1ccccc1 | ? | -8% | 13 | 7 | 3.1% | -15 | 4 | -12 | -2%
CC1CN(C(=O)CSc2nc(N)c(NC(=O)c3ccc(C(F)(F)F)cc3)c(=O)[nH]2)CC(C)O1 (stereo not drawn) | 1% | -5% | / | / | / | 1 | / | / | -4%
CC(C)CCNS(=O)(=O)c1ccc(N2CCCCS2(=O)=O)cc1 | 5% | -9% | -5 | 16 | -2.7% | -4 | 1 | -17 | -2%
O=C(c1cccc(F)c1)N1CCCC(C(=O)N2CCCC2)C1 (stereo not drawn) | -1% | -2% | 7 | 3 | -0.4% | -2 | 2 | 10 | -4%

Compound activity (PubChem BioAssay)

An excerpt. The share of hits here may be higher or lower than overall.
